# Source: PubChem BioAssay
# TRHR PAM: allosterically enhances the human TRH receptor; TRHR cells, fluo-8 calcium fluorescence, EC20 TRH enhancement; enhancement, % at 2 µM; 0.66% of 360,000 active; in the data active = enhancement above about 30%; also: 0% is about no effect
#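 TRHR-expressing cells loaded with fluo-8 calcium dye were read kinetically (ex 480/em 530) during compound addition, then stimulated with an EC20 of TRH (10 nM final). Enhancement of the Gq-mediated intracellular calcium response was scored.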
# D1 PAM: potentiators of human D1 dopamine receptor; HEK293 TREx D1 cells, calcium flux, dopamine EC20 potentiation; potentiation, % at 10 µM; P21728; 0.036% of 360,000 active; in the data active = potentiation above about 30%; also: 0% is about no effect
# Target sequence (P21728 whole entry, looked up): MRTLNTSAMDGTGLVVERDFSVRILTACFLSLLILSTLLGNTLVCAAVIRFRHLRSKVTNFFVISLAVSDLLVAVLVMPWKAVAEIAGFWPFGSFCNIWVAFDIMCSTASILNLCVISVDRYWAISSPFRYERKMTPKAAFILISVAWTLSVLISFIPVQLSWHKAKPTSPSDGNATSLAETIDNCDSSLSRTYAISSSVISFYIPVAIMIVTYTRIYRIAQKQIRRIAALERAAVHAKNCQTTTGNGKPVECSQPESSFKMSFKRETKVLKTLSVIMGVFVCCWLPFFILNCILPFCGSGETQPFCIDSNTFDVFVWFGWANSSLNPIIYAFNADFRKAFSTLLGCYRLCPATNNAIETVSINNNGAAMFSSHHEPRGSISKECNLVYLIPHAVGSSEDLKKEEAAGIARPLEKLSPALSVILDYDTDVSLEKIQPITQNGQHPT
# D1 ag: activates the human D1 dopamine receptor | 1% of 360,000 active | activation, % at 2 µM | HEK293 T-REx D1 cells, calcium flux, agonist mode | P21728; also: 0% is about no effect
#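 Tetracycline-induced HEK293 TREx D1 cells, force-coupled to calcium signalling, were dye-loaded with a no-wash calcium kit. Compound was pin-added after a 10 s baseline. Fluorescence was read kinetically at 1 cycle/s for 180 s, with calcium rises flagged as agonism.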
# D2 antagonist: antagonizes the human D2 dopamine receptor; HEK293 TREx D2 cells, calcium flux, dopamine EC80; inhibition, % at 10 µM; AID 485344; P14416; 2% of 340,000 active; in the data active = inhibition above about 30%; also: 0% is about no effect
# Target sequence (P14416 whole entry, looked up): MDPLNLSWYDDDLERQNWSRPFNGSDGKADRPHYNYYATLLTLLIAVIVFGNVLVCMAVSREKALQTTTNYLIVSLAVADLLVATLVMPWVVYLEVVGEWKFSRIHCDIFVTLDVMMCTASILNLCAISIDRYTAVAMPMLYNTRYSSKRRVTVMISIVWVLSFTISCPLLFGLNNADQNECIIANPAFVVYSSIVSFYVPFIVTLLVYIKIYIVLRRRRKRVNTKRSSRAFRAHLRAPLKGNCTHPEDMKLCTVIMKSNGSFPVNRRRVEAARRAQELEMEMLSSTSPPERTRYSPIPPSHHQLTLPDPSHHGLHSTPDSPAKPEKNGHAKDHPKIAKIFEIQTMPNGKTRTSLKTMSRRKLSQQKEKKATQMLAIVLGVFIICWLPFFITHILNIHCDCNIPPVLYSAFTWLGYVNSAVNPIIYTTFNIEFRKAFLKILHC
#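 Overnight-induced (tetracycline, 30 C) HEK293 T-REx cells carrying force-coupled D2 receive a no-wash calcium dye, then compound, then EC80 dopamine at 180 s; signals are read kinetically throughout.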
# D1 antag: blocks dopamine activation of the human D1 receptor; AID 504652; HEK293 TREx D1 cells, calcium flux, dopamine EC80; active compounds read low; 3.2% of 360,000 active; activity change, negative = inhibition, % at 10 µM; in the data active = activity change below about -30%; also: % is scaled to controls: 0 for no effect and ±100 for the full control effect
#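 Allosteric or orthosteric antagonism assessed as attenuation of the calcium response to EC80 dopamine, added 180 s after compound, in induced HEK293 Trex D1 cells loaded with no-wash calcium dye.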
# TRHR agonist: agonists of human TRH receptor; TRHR cells, calcium flux fluo-8, FDSS agonist mode; 0.18% of 360,000 active; activation, % at 2 µM; AID 493084; P34981; also: 0% is about no effect
#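 Steps: seed TRHR cells overnight; add fluo-8 no-wash Ca dye, RT 30 min–1.5 h; record 10 s baseline; pin-transfer compounds; monitor fluorescence 1 cycle/s for the agonist window. Calcium increases flag candidate agonists.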
# D2 potentiator: D2 dopamine receptor (human) potentiation. P14416. potentiation, % at 10 µM. HEK293 T-REx D2, calcium flux, EC20 dopamine potentiation. 0.34% of 340,000 active. AID 485347;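 active = potentiation over 3 SD above the plate norm, cut at about 30% in these data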; also: 0% is about no effect
#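 Calcium flux readout, no-wash dye, 1 read/s. Inducible HEK293 Trex D2 line, overnight 30 C. Compound alone 180 s (agonist flags), then EC20 dopamine, another 180 s to score potentiation.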
# D2 agonist: agonists of human D2 dopamine receptor. 0.53% of 340,000 active. HEK293 T-REx D2 cells, calcium flux agonist mode. P14416. activation, % at 2 µM;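 active = activation over 3 SD above normal in the single-dose calcium agonist read, cut at about 30% in these data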; also: 0% is about no effect
#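 Calcium-flux readout, 1 cycle/sec over 180 s following compound pin transfer, in inducible HEK293 Trex D2 cells (force-coupled); dopamine controls included. Positive calcium responses during this window marked compounds as potential agonists.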
# RXFP1 antag: RXFP1 (human) relaxin receptor antagonism; activity change, negative = inhibition, % at 57.5 µM; HEK293-RXFP1, relaxin-stimulated cAMP HTRF, 30 min; active compounds read low; Q9HBX9; 0.59% of 350,000 active;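 active = activity change of -60% or lower, but not beyond a set lower limit; inconclusive = change between -60% and -40%, or beyond the set limit; inactive = change above -40%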; also: % is scaled to controls: 0 for no effect and ±100 for the full control effect
# Active calls of the source: *; ? = inconclusive; . = no result given; & = joins results of further samples. Rule as the data show it, unless noted: active = activation above about 30%; inactive = the rest.
smiles	TRHR PAM	D1 PAM	D1 ag	D2 antagonist	D1 antag	TRHR agonist	D2 potentiator	D2 agonist	RXFP1 antag
COc1ccccc1CNC(=O)COC(=O)Cc1ccc(F)cc1	-14.9	-5.0	0.3	2.1	3.8	-0.6	1.8	-0.5	-18.9
COc1ccc(C(=O)Nc2c3c(nn2-c2cccc(Cl)c2)CS(=O)C3)cc1 (stereo not drawn)	-12.9	-1.4	1.5	-15.2	7.5	0.2	9.4	0.4	12.3
CCc1cccc(C)c1NC(=O)CCn1nc(C)c2c(C)n(-c3ccccc3)nc2c1=O	-2.0	-0.3	0.0	.	3.2	-0.4	.	-0.6	-14.4
COc1ccc(N2C(=O)CC(Sc3n[nH]c(-c4ccccc4)n3)C2=O)cc1 (stereo not drawn)	3.6	-4.5	2.6	12.3	-5.4	-0.9	8.0	-1.7	-13.4
CC1(C)OC(=O)C(=NNc2ccc(Cl)cc2)C(=O)O1	-1.5	0.8	7.2	2.6	-3.7	0.0	-8.6	-1.3	-5.3
CCCC(=O)Oc1ccc(N(C(=O)CCC)S(=O)(=O)c2cccc([N+](=O)[O-])c2)cc1	-3.5	-10.6	3.5	-0.6	0.4	-1.4	0.7	-0.4	-0.4
COc1cccc(COc2ccccc2C2Nc3ccc(Br)cc3C(=O)N2NC(=O)c2ccncc2)c1 (stereo not drawn)	-1.7	-8.2	3.9	-1.8	10.8	0.4	-13.4	0.4	.
Cc1ccc(C(=O)COc2ccccc2N2C(=O)c3ccccc3C2=O)cc1	-5.2	-7.0	-0.4	7.2	14.1	0.3	-7.4	.	-7.1

# Overlap with the part before: two entries, followed by the next part.
smiles	TRHR PAM	D1 PAM	D1 ag	D2 antagonist	D1 antag	TRHR agonist	D2 potentiator	D2 agonist	RXFP1 antag
COc1cccc(COc2ccccc2C2Nc3ccc(Br)cc3C(=O)N2NC(=O)c2ccncc2)c1 (stereo not drawn)	-1.7	-8.2	3.9	-1.8	10.8	0.4	-13.4	0.4	.
Cc1ccc(C(=O)COc2ccccc2N2C(=O)c3ccccc3C2=O)cc1	-5.2	-7.0	-0.4	7.2	14.1	0.3	-7.4	.	-7.1
CCC(C)NC(=O)CN1C(=O)NC2NC(=O)NC21 (stereo not drawn)	0.3	-3.0	3.6	17.0	-2.8	0.6	0.1	0.4	-3.2
Cc1nonc1CN(C)C(=O)CC1C(=O)NCCN1Cc1cccc(C(F)(F)F)c1 (stereo not drawn)	-0.8	-7.5	0.4	-21.0	0.2	0.2	1.7	1.3	3.8
O=C1C2CCCCC2C(=O)N1c1nccs1 (stereo not drawn)	-4.4	-1.5	1.3	9.2	-3.8	-0.5	0.5	0.1	-12.7
COc1ccc(NC(=O)CN2C(=O)COc3ccc(S(=O)(=O)N4CCOCC4)cc32)cc1	3.3&-0.9	0.1&0.2	1.3&-1.0	16.9	14.0&2.6	-1.5&0.0	4.1&4.4	-0.6&0.0	3.0&-2.0
Cc1nn(C(=O)CCCC(=O)NCc2ccccc2)c2ccccc12	-5.0	-5.1	-0.1	5.1	-17.1	-1.1	2.8	-2.6	2.0
COc1nc(NCCN2CCOCC2)nc(Nc2ccccc2)n1	-2.6	-0.9	1.3	10.0	-13.1	0.0	-3.2	0.4	-3.6
COc1ccc(CN2CCOCC2)c(C)c1C	3.3	-3.3	0.2	-18.5	-11.0	-0.2	-17.2	0.6	-8.4
N#C/C(=N/Nc1ccc(OC(F)(F)F)cc1)C(N)=S	-6.7	-4.5	40.1*	13.2	-30.5*	3.9	6.1	7.8	-36.9
CC(C)n1c(SCC(=O)NCc2ccco2)nc2c1c(=O)n(C)c(=O)n2C	-2.1	4.7	0.8	10.8	-8.4	0.5	-7.6	0.6	-14.0
COc1cccc(N=C(N)N=C(N)N)c1	0.1	-5.2	1.4	-7.3	-17.4	0.2	-3.4	0.1	7.9
O=c1c2oc3ccccc3c2n(Cc2ccc(Cl)cc2)c(=O)n1Cc1ccc2c(c1)OCO2	-4.7	-4.7	1.7	.	2.9	0.0	.	-0.3	0.5
COc1ccc(N2CCN(CC(=O)Nc3ccccc3C(=O)NCc3ccccc3)CC2)cc1	-8.7	-1.4	1.3	1.6	-10.9	0.9	2.2	-0.1	-31.0
COC(=O)c1ccc(NC(=O)CSc2nnc(C)n2-c2ccccc2)cc1	6.7	-4.4	1.0	-7.8	2.5	-0.3	14.7	0.5	3.5
COc1cccc2cc(C(N)=O)/c(=N\NC(=O)c3ccccc3)oc12	-15.3	3.8	-0.2	-14.6	-16.7	-0.5	-10.5	-0.1	-0.3
Cc1ccc(NC(=O)CCc2nc3sc4c(c3c(=O)[nH]2)CCCC4)nc1	2.1	-3.2	4.4	0.1	-2.5	1.2	-5.5	0.8	-28.1
COc1ccc(SC[C@H](Cc2ccccc2)N2CC[C@@H](NC(=O)OCc3ccccc3)CCC2=O)cc1	-3.5	2.8	5.1	-5.1	13.3	0.3	-8.3	0.5	.
CCN1C(=O)/C(=C2\SC(=S)N(NC(=O)c3ccccc3O)C2=O)c2ccccc21	-4.7	0.4	0.8	4.0	-9.9	0.0	-0.4	1.0	-8.8
O=C(CC1Nc2ccccc2NC1=O)c1ccccc1 (stereo not drawn)	-3.2	-3.1	67.9*	-7.9	1.3	16.5	2.2	10.5	.
Cc1cccc(C)c1NC(=O)CSc1nc2c([nH]1)c(=O)n(C)c(=O)n2C	-2.6	-5.8	0.3	2.5	10.7	0.0	.	2.8	6.7
Cn1c(CCN2CCCC2)nc2cc(NS(=O)(=O)c3ccccc3)ccc21	-10.0	-1.9	3.0	24.0	-4.3	0.3	-3.7	-0.4	29.7
Cc1ccc(C)c(S(=O)(=O)Nc2ccc(C(=O)N3CCC3)cc2)c1	0.1	-8.8	-0.1	-2.9	4.4	0.2	3.1	-1.0	4.3
CCOC(=O)c1c(-c2ccc(C)o2)csc1NC(=O)CN1CCOCC1	20.3	-2.8	2.4	-4.2	6.6	-0.9	-0.7	0.4	-5.3
N/C(Cc1ccc(Cl)cc1)=N\OC(=O)Cc1ccc([N+](=O)[O-])cc1	-0.8	1.9	4.5	-5.3	-6.5	0.3	2.2	-1.5	.
O=C(N/C(=C/c1ccco1)C(=O)N1CCOCC1)c1ccccc1Br	11.5	-3.4	3.8	-4.9	-12.4	0.1	4.3	-0.2	-0.9

# Sorted by SMILES length (low to high): 3 of the compounds above.
smiles	TRHR PAM	D1 PAM	D1 ag	D2 antagonist	D1 antag	TRHR agonist	D2 potentiator	D2 agonist	RXFP1 antag
O=C(N/C(=C/c1ccco1)C(=O)N1CCOCC1)c1ccccc1Br	11.5	-3.4	3.8	-4.9	-12.4	0.1	4.3	-0.2	-0.9
Cc1ccc(C)c(S(=O)(=O)Nc2ccc(C(=O)N3CCC3)cc2)c1	0.1	-8.8	-0.1	-2.9	4.4	0.2	3.1	-1.0	4.3
N/C(Cc1ccc(Cl)cc1)=N\OC(=O)Cc1ccc([N+](=O)[O-])cc1	-0.8	1.9	4.5	-5.3	-6.5	0.3	2.2	-1.5	.

# (listing goes on)
smiles	TRHR PAM	D1 PAM	D1 ag	D2 antagonist	D1 antag	TRHR agonist	D2 potentiator	D2 agonist	RXFP1 antag
CC1CC(C)CN(c2nc3c(c(=O)n(C)c(=O)n3C)n2CCSc2ncccn2)C1 (stereo not drawn)	-6.7	-2.5	4.5	2.5	-6.1	-0.6	-10.5	0.3	10.7
O=C(COc1ccc(F)cc1)Nc1ccc(Cl)c(-c2nc3ccccc3[nH]2)c1	-0.4	1.0	3.6	.	-7.6	-0.2	-13.7	0.4	?
Cc1cccc(OC(C)C(=O)Nc2ccccc2C(=O)N2CCCCC2)c1 (stereo not drawn)	-11.7	-8.7	1.1	14.4	0.8	-0.3	7.7	-0.4	-4.0
CC(=O)c1ccc(S(=O)(=O)N(CCCO)Cc2cc3cc(C)ccc3[nH]c2=O)cc1	7.2	-4.8	0.5	-12.1	-1.3	0.0	-5.6	0.9	-13.7
O=C(CCSc1ccccc1)NCCSCc1ccco1	-4.6	6.6	1.2	-3.3	8.0	-1.0	4.1	-1.0	-32.8
CC1CCC(CN2CCN=C2Nc2ccccc2)CC1 (stereo not drawn)	1.1	-6.1	1.7	-11.8	-3.9	0.8	-0.9	-0.2	.
COc1ccc(OC)c(/C=C/C(=O)OCC(=O)Nc2nnc(-c3ccccc3)o2)c1	6.6	.	1.9	28.2	-26.9	0.4	5.4	-0.7	4.7
COc1ccccc1NC(=O)C1CCCN(C(=O)NCc2ccccc2)C1 (stereo not drawn)	-2.6	0.8	1.7	-1.6	0.3	-0.1	-11.2	-0.6	25.4

# Random excerpt: three entries already listed, in no set order.
smiles	TRHR PAM	D1 PAM	D1 ag	D2 antagonist	D1 antag	TRHR agonist	D2 potentiator	D2 agonist	RXFP1 antag
CC1CC(C)CN(c2nc3c(c(=O)n(C)c(=O)n3C)n2CCSc2ncccn2)C1 (stereo not drawn)	-6.7	-2.5	4.5	2.5	-6.1	-0.6	-10.5	0.3	10.7
CC(=O)c1ccc(S(=O)(=O)N(CCCO)Cc2cc3cc(C)ccc3[nH]c2=O)cc1	7.2	-4.8	0.5	-12.1	-1.3	0.0	-5.6	0.9	-13.7
CC1CCC(CN2CCN=C2Nc2ccccc2)CC1 (stereo not drawn)	1.1	-6.1	1.7	-11.8	-3.9	0.8	-0.9	-0.2	.

# Next entries.
smiles	TRHR PAM	D1 PAM	D1 ag	D2 antagonist	D1 antag	TRHR agonist	D2 potentiator	D2 agonist	RXFP1 antag
CC(=O)NCCNC(=O)CCCc1nnc2n(CC(C)C)c(=O)c3sccc3n12	0.8	-3.8	-0.9	.	1.9	-0.9	-3.2	0.2	11.1
NS(=O)(=O)c1ccc(CNC(=O)c2cc(S(=O)(=O)N3CCOCC3)c(Cl)cc2Cl)cc1	17.7	-0.9	2.3	-5.9	-4.5	-0.1	13.4	-0.9	2.5
O=C(Cn1cnnn1)OCC(=O)c1ccc(Cl)s1	-1.2	-3.5	2.1	-5.8	23.0	0.8	6.0	1.0	-11.6
COc1cc(NC(=O)CCNS(=O)(=O)c2ccc3c(c2)CCC(=O)N3)cc(OC)c1	4.2	-4.0	2.2	-7.9	13.0	1.1	19.2	0.4	-9.5
CC(=O)Nc1ccc(NC(=O)c2sc(-c3ccccc3)nc2C)cc1	5.6	-3.5	3.2	-20.6	-16.1	-1.5	0.6	0.4	18.5
CCOC(=O)C1CCCN(C(=O)CSc2ccc(NC(C)=O)cc2)C1 (stereo not drawn)	3.9	0.1	2.0	-7.8	0.2	0.2	-10.5	33.7*	-5.1
CCCOC(=O)c1c(NC(=O)c2cnn3c2NC(c2ccccc2)CC3C(F)(F)F)sc2c1CCCC2 (stereo not drawn)	4.0	-7.8	-0.2	-7.7	-1.5	0.6	7.0	0.4	.
Cc1ncc([N+](=O)[O-])n1CCOC(=O)NC(NCc1ccccc1Cl)C(Cl)(Cl)Cl (stereo not drawn)	-18.3	-4.8	3.6	8.2	-7.0	-1.3	4.9	1.6	2.1
O=C(NCc1ccccc1)c1cnc2sc(N3CCCC3)nn2c1=O	-2.1	0.1	-1.0	.	7.0	0.1	-11.9	0.8	4.8
O=C(O)CCCCCNCc1c(Cl)cccc1Cl	26.7	-8.0	1.6	2.5	-8.9	-1.7	16.2	-0.6	6.9
COc1ccc(Br)cc1/C=C/C(=O)Nc1ccc(C)cc1	0.3	-0.6	2.8	73.6*	8.0	0.6	-20.4	-0.1	-11.1
